Compound activity from PubChem.
TNF death inh: inhibitors of TNF-alpha triggered necroptosis, primary screen, cell-based, Jurkat FADD-/-, single concentration. 220,000 compounds, 0.068% hits. Jurkat FADD-/- TNF necroptosis rescue, ATP luminescence, 24 h; 0 = TNF only, 100 = no-TNF cells. activation (protection from cell death), % at 10 µM;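 active = activation, meaning protection from cell death, of at least 50% relative to plate controls; inactive = activation below 50%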;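 note: necroptosis triggered by 40 ng/mL TNF-alpha added together with compound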
Runt-CBFb FRET: inhibitors of RUNX1 Runt–CBFb binding, primary screen, biochemical, FRET, Cerulean-Runt, Venus-CBFb, uHTS | Runt-related transcription factor 1 (Homo sapiens) + Core-binding factor subunit beta … | Cerulean-Runt/Venus-CBFb FRET ratio 530/480, 1 h | inhibition, % at 20 µM | 220,000 compounds, 0.46% hits | AID 1496, 2009;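 active = inhibition over about 50% at 20 µM in the single-dose screen, limit read from the data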;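 note: 0% = DMSO wells and 100% = excess unlabeled CBFb competitor control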
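Assay system: Cerulean-Runt domain / Medium: Tris 50 mM pH 7.5, KCl, K2SO4, 0.01% BSA / Timing: protein complex preformed 1 h, compound exposure 1 h, room temperature, dark / Measured by: FRET, excitation 422 nm, emission at 530 and 480 nm / Evaluation: loss of energy transfer signal / Control set: 5 µM unlabeled CBFb as full-inhibition high control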
Hck Nef HTS: inhibitors of Nef-activated human Hck kinase, primary screen, biochemical, Z-Lyte FRET, 384-well, Hck-YEEI | 220,000 compounds, 0.68% hits | inhibition, % at 20 µM | Recombinant Hck-YEEI plus Nef, Z-Lyte FRET kinase assay;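 active = Hck-Nef kinase inhibition above about 50%, limit read from the data; inactive = inhibition below that limit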;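 note: 0% = DMSO with Hck plus Nef and 100% = Hck alone without Nef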
Target sequence (P08631 whole entry, looked up): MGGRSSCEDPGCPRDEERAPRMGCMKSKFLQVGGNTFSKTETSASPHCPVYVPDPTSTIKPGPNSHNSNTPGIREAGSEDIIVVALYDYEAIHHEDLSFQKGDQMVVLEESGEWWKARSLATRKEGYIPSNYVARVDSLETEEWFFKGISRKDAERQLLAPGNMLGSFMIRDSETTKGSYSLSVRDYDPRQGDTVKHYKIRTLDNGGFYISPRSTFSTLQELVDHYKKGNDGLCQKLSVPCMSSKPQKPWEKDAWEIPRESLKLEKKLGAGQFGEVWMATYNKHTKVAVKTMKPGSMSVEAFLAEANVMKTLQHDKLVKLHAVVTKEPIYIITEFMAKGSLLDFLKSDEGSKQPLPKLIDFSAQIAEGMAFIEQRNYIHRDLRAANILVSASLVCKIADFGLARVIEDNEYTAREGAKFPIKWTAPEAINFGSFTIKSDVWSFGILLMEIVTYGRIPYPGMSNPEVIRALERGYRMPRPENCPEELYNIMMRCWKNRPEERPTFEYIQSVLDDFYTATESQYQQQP
Runt-SMMHC FRET: inhibitors of RUNX1 Runt–CBFb-SMMHC binding, primary screen, biochemical, FRET, Cerulean-Runt, Venus-CBFb-SMMHC, uHTS; Cerulean-Runt/Venus-CBFb-SMMHC FRET ratio 530/480, 1 h; Runt-related transcription factor 1 (Homo sapiens) + Core-binding factor subunit beta …; AID 1434, 2008; 220,000 compounds, 0.74% hits; inhibition, % at 20 µM;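 active = mean inhibition across duplicate retests at 20 µM reaching about 50%, limit read from the data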;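 note: 0% = DMSO wells and 100% = wells with excess untagged CBFb-SMMHC; inhibitors lower the FRET ratio by blocking Runt binding to CBFb-SMMHC; some results filed as inactive read as strong as hits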
zVAD death inh: inhibitors of zVAD-triggered necroptosis, primary screen, L929 cells | L929 zVAD necroptosis rescue, ATP luminescence, 24 h; with zVAD 60 µM | viability rescue, % at 10 µM | 220,000 compounds, 0.38% hits | AID 1377, 2008;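 active = activation, scaled between plate controls, above about 75%, limit read from the data; inactive = activation under that limit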;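 note: 0% = zVAD with DMSO and 100% = DMSO alone without zVAD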
PERK inhibitor: block of dimerizer-induced PERK translation repression, primary screen, PERK inhibitor project, CHO PERK-DD cells, SEAP luminescence, HTS; inhibition, % at 5.6 µM; CHO PERK-DD fusion, SEAP luminescence translation reporter; 220,000 compounds, 0.17% hits; AID 1416, 2008; Eukaryotic translation initiation factor 2-alpha kinase 3 (Homo sapiens), Q9NZJ5;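 active = inhibition above the mean inhibition of all tested compounds plus 3 SD, set separately per screening campaign, cut at about 2.9% in these data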;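 note: PERK kinase domain activated by AP20187 dimerizer at 100 nM; 0% = DMSO with dimerizer and 100% = rapamycin at 8.4 µM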
RBBP9 inhibitor: human RBBP9 inhibitors, primary screen, biochemical, fluorescence polarization, FP-Rh probe, HTS; Serine hydrolase RBBP9 (Homo sapiens), O75884; recombinant RBBP9; inhibition, % at 7.94 µM; 220,000 compounds, 0.2% hits; AID 1515, 2009;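 active = inhibition above the campaign mean of all tested compounds plus 3 SD, cut at about 14% in these data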;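 note: plate controls were DMSO wells with RBBP9 for no effect and wells lacking RBBP9 protein for full effect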
Target sequence (O75884 whole entry, looked up): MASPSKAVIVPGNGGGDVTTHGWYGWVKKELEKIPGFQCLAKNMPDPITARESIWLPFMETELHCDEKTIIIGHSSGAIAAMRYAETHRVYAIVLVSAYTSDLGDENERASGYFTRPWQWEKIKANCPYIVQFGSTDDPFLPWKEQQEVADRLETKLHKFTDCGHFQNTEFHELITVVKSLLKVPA
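Controls: DMSO-treated enzyme wells and wells lacking RBBP9 | Material: RBBP9 protein | Technique: Fluorescence polarization | Replication: Single well per compound, no replicates | Buffer or medium: Tris-NaCl-Pluronic buffer, pH 8.0 | Timing: 30 min compound preincubation, 45 min probe labeling, 25 °C | Read-out basis: Percent inhibition from mP, scaled between DMSO and no-protein wells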
EP2 mod: EP2 receptor modulators, cAMP readout, primary screen, cell-based, HTRF cAMP, PGE2 stimulation; Prostaglandin E2 receptor EP2 subtype (Homo sapiens), P43116; EP2-expressing cells, cAMP HTRF FRET, PGE2 co-stimulation; induction, % at 25 µM; 260,000 compounds, 0.83% hits;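 active = compounds whose cAMP rise, as percent of the full-agonist control response, exceeds 60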;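 note: rat C6 glioma line stably carrying human EP2 under a CMV promoter; the protocol text gives 20 µM as final concentration; 100% = response of wells given 1 µM PGE2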
Target sequence (P43116 whole entry, looked up): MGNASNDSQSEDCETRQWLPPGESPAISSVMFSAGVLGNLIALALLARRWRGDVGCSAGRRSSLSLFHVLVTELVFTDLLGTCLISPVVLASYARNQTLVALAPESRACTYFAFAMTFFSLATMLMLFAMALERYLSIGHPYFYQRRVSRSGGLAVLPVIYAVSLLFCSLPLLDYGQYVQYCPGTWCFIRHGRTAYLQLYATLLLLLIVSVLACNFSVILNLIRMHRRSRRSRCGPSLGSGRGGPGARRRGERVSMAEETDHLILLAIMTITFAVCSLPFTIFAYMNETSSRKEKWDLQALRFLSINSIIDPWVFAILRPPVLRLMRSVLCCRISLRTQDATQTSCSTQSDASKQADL
PGE2 EP2 inh: human EP2 receptor antagonists, primary screen, TR-FRET cAMP, C6 glioma cells | C6 glioma cells expressing human EP2; cells stimulated with saturating PGE2 | 260,000 compounds, 0.52% hits | AID 1422, 2008 | Prostaglandin E2 receptor EP2 subtype (Homo sapiens), P43116 | inhibition, % at 25 µM;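 active = percent inhibition above 40 after rounding to a whole number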;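 note: rat C6 glioma host cells with rolipram phosphodiesterase inhibitor present; the protocol text gives 20 µM as final concentration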
* hit, by the source's call; x = no result given; & = joins results of further samples. A portion of the library, so the mix of outcomes need not match the whole.

#	Molecule	TNF death inh	Runt-CBFb FRET	Hck Nef HTS	Runt-SMMHC FRET	zVAD death inh	PERK inhibitor	RBBP9 inhibitor	EP2 mod	PGE2 EP2 inh
1	O=C(CNCC1CCCO1)Nc1ccccc1-n1cccc1 (stereo unspecified)	-1.0	2	1	-3	0.1	0.1	-4	10	10
2	O=C(O)CSc1nnc(Cc2ccccc2)n1Cc1ccccc1	0.5	1	1	-3	-0.1	0.9	4	9	7
3	COc1ccc(/C=N/NC(=O)c2snnc2C)c(OC)c1OC	2.9	-6	16	-17	-0.5	0.4	-1	-6	4
4	Cc1ccc(S(=O)(=O)N(C)C)cc1NC(=O)CN1C(=O)NC2(CCCc3ccccc32)C1=O (stereo unspecified)	-5.1	-2	-2	-15	-0.3	-0.8	-10	-2	12
5	O=C(NC(=S)Nn1cnnc1)c1ccccc1Br	0.6	22	-11	-6	0.1	2.1	5	26	0
6	COc1ccc(C(c2nnnn2Cc2cccs2)N2CCN(c3ccccc3F)CC2)cc1 (stereo unspecified)	-4.4	0	0	3	0.1	1.5	-3	19	10
7	COc1ccc(-c2nnc(-c3cccnc3)o2)cc1OC	0.0	-1	-1	0	0.9	-0.4	0	-40	8
8	O=C1CN(C(=O)CNCc2ccc(Cl)cc2)c2ccccc2N1	2.0	2	-14	1	0.3	0.3	-12	9	-3
9	Cc1c(S(=O)(=O)Nc2ccc3c(c2)OCCO3)c(=O)n(C)c(=O)n1C	-0.3	2	0	-3	0.3	-0.1	-8	7	11
10	O=C(COC(=O)Cn1cnc2ccccc2c1=O)Nc1cc(Cl)ccc1[N+](=O)[O-]	3.1	-2	6	-1	0.5	0.4	-3	2	4
11	CC(C)n1c(=NC(=O)c2ccco2)c(C#N)cc2c(=O)n3ccccc3cc21	-7.9	5	25	83*	-0.2	0.1	-8	10	x
12	CCOc1ccc(N(C(=O)/C=C/C(=O)Nc2cc(C)on2)C(C(=O)NC2CCCC2)c2ccccc2C)cc1 (stereo unspecified)	-16	-5	0	1	-0.1	-0.2	2	45	x
13	Cc1noc(C)c1CSc1nnc(-c2cccnc2)n1C1CCCCC1C (stereo unspecified)	0.6	-1	-1	1	-0.4	-0.5	-3	10	14
14	CC(C)Nc1nc(Oc2ccc(=O)n(-c3ccccc3)n2)nc(N(C)C)n1	-0.1	-1	0	0	-0.5	-2.5	-5	-9	9
15	COc1ccc(-n2c(C)cc(C(=O)COC(=O)Cn3cnc4ccccc43)c2C)cc1	-16	0	2	1	-0.3	0.2	-1	-4	13
16	CCSc1nc2sc3c(c2c(=O)[nH]1)CC(C)(CC)OC3 (stereo unspecified)	0.6	1	-2	-2	0.0	0.5	1	-2	6
17	Cc1cc(/C=C2\SC(=S)N(C)C2=O)c(C)n1-c1cccc(O)c1	-3.7	-15	-9	-48	18	-1.1	-10	-94	12
18	CCCCC(=O)Nc1cccc(NC(=S)NC(C)=O)c1	2.4	2	1	3	0.8	0.5	-8	-4	5
19	O=S(=O)(c1ccc(Cl)cc1)N1CCSC1c1ccco1 (stereo unspecified)	-3.1	1	3	3	0.5	0.5	-6	28&43	7&5
20	CCN(CC)C(=O)CC(c1ccc(F)cc1)c1ccco1 (stereo unspecified)	-3.0	1	-10	3	-0.1	0.2	-1	19	5
21	CN(C)C(=O)c1nc2ccc(Cl)cn2c1CNCc1cccc(OC(F)(F)F)c1	0.5	0	-2	-1	-0.4	-0.7	0	-26	5
22	COc1ccc(NC(=S)N/N=C/c2ccc(F)c(F)c2)cc1	-0.6	2	20	0	0.3	1.1	7	-12	4
23	NC(=O)c1sc2nc(-c3cccnc3)ccc2c1N	-8.4	6	-4	-28	22	-1.3	-14	-39	7
24	CCC(=O)Nc1nnc(CSCc2ccc(F)cc2)s1	3.0	1	1	-1	0.7	0.5	-1	-4	10
25	Cc1cc(NC(=O)CSc2nccn2-c2ccc(F)cc2)no1	-0.6	1	1	0	-0.2	-0.4	-5	8	9
26	O=C(Nc1ccc(CN2CCCCC2)cc1)Nc1ccccc1Cl	2.7	0	-2	1	2.3	-0.8	-2	-39	10
27	COc1ccccc1N1CCN(C(=O)c2ccc(Cl)c(S(=O)(=O)NCc3ccco3)c2)CC1	-6.5	1	0	4	0.2	-1.4	-2	-8	15
28	Fc1ccc(-c2cc(C(F)(F)F)nc(-n3cc(Cl)cn3)n2)cc1	0.0	-4	28	4	0.4	1.4	-2	43	6
29	O=C(NCc1n[nH]c(=S)n1-c1ccc(Br)cc1)c1ccc(S(=O)(=O)N2CCCC2)cc1	0.3	3	21	12	0.1	0.3	-6	23	6
30	Cc1ccccc1CSCC(=O)NC(=O)NCc1ccco1	2.0	4	2	-2	0.3	-0.4	-11	14	2
31	CCOC(=O)C(=CNNc1ccccc1)C(=O)OCC	-1.3	3	14	0	1.7	0.3	-3	-16	5
32	COc1ccc(CCN2C(=O)CC(Cc3cccc(C)c3)C2=O)cc1OC (stereo unspecified)	1.8	0	11	0	-0.6	-0.7	-2	-2	5
33	COC(=O)c1cccc(NC(=O)c2onc3c2CCCC3)c1	0.8	-2	3	0	44	-0.4	5	1	3
34	N#Cc1c(/N=C/c2cc3ccccc3s2)sc2c1CCC2	0.5	18	10	44	1.3	-0.6	-12	1	6
35	CCn1c(SCc2ccc(C(=O)Nc3nccs3)cc2)nnc1-c1ccc(NC(C)=O)cc1	13	-2	2	1	0.6	1.4	-7	13	20
36	COc1ccccc1CNc1ncnc2c1nnn2Cc1ccccc1	2.6	-2	0	3	1.4	0.1	-7	23	11
37	Cc1cc(C#N)c(C)c(SCc2[nH]nc3c2C(c2ccccc2)C(C#N)=C(N)O3)n1 (stereo unspecified)	-4.5	-2	2	-1	-1.0	-0.2	-8	-29	10
38	CCC(=O)Nc1ccc2c(c1)OCCO2	-0.7	-2	1	-1	-0.1	1.3	-8	11	11
39	CC1(C)CC(=O)C=C(Nc2ccc(OCC(F)(F)C(F)F)cc2)C1	0.4	-2	1	0	4.4	-0.3	-5	-14	13
40	O=S(=O)(NCC1NCCc2ccccc21)c1ccccc1 (stereo unspecified)	1.6	-2	21	0	-1.1	0.2	-9	-20	4
41	O=C(CSc1nnc2c3cc(F)ccc3nc(-c3ccccc3)n12)N1CCOCC1	-0.2	x	-1	x	-0.2	-0.6	-11	10	6
42	CCOc1cccc(NC(=O)C2CC(=O)N(c3ccc(F)cc3)C2)c1 (stereo unspecified)	0.2	0	17	3	8.5	1.0	0	-10	5
43	C=CCNc1sc(C(=O)c2ccccc2)c(N)c1-c1nc2ccccc2s1	-3.4	-4	-1	43	1.9	1.1	3	7	3
44	C=CCn1c(C)cc(C(=O)CN2C(=O)NC3(CCCc4ccccc43)C2=O)c1C (stereo unspecified)	2.0	3	1	-2	-0.4	-0.9	-1	0	22
45	Cc1cccc(N2CCN(C(=O)c3ccc4nc[nH]c4c3)CC2)c1C	-1.6	-3	11	-2	0.3	0.4	3	14	6
46	O=C(CNC(=O)c1ccccc1)NCCc1nc2ccccc2[nH]1	-12	-1	0	-2	-0.1	0.6	-5	35	8
47	CN(C)c1ccncc1C(=O)Nc1ccc(F)cc1F	1.5	12	5	-6	2.1	2.5	-6	21	11
48	Cc1cc(NC(=O)/C=C/c2ccc(Cl)cc2)no1	-3.7	-6	0	-4	0.1	0.0	-5	16	2
49	COC(=O)c1cc(C)sc1NC(=O)CC1Nc2ccccc2NC1=O (stereo unspecified)	-0.8	2	34	-6	0.9	-0.4	1	-19	2
50	CC1CC(=O)N(CC(=O)Nc2ccc3c(c2)OCO3)c2ccccc2S1 (stereo unspecified)	2.6	1	-1	1	1.9	0.1	-8	11	6
51	COC(=O)C1=C(C)Nc2nnnn2C1c1cc(OC)ccc1OC (stereo unspecified)	-3.0	0	2	-5	-0.4	0.4	5	9	24
52	CCCCCc1nc(-c2nonc2N)no1	-2.3	-2	-2	4	0.7	1.2	1	8	10
53	CC(C)C(=O)N1CCN(c2ccc(NC(=O)c3cccs3)cc2Cl)CC1	5.1	-1	19	2	55	-1.2	0	-42&-49	9&4
54	CNC(=S)N/N=C1\C(=O)c2cccc3cccc1c23	-2.9	-2	0	-5	0.7	-0.6	-3	-49	10
55	Cc1cccc(-n2c(SCc3cc(=O)n4c(C)cccc4n3)nc3[nH]ncc3c2=O)c1	-0.4	-3	1	3	0.1	-0.8	-3	5	x
56	COc1ccccc1CNC(=O)Cn1c(=O)oc2cc(Cl)ccc21	3.1	0	22	-1	-0.2	-1.4	-7	-10	2
57	Cc1ccccc1NC(=O)C1C2/C=C\CCCCC21 (stereo unspecified)	1.6	2	2	0	1.9	0.2	-9	-12	11
58	CC(=O)Nc1cccc(CNCc2cccc(NC(C)=O)c2)c1	-0.1	-2	17	-2	3.5	-0.6	6	-14	7
59	C/C=C/c1ccc(OCCOc2cc(C=O)ccc2OC)c(OC)c1	-3.5	-4	-1	-2	0.7	0.4	-10	-11	6
60	CN(C)C(=O)COC(=O)c1ccccc1Nc1ccc(SC(F)F)cc1	4.1	-7	-2	-11	1.7	0.9	0	2	10
61	CCn1c(SCC(=O)N/N=C/C=C/c2ccccc2[N+](=O)[O-])nnc1-c1ccc(Cl)cc1	-4.3	-4	1	-5	-0.3	0.3	-6	1	9
62	CN(C)c1ccnc2sc3c(=O)n(-c4ccc(Cl)cc4)cnc3c12	0.6	x	2	x	0.2	0.1	5	x	x
63	O=C(Nc1ccc(N2CCOCC2)c(Cl)c1)c1ccco1	0.1	1	0	1	1.2	-0.4	-5	-8	17
